Screening data as filed in PubChem.
E coli Lon inh – inhibitors of E. coli Lon protease, primary screen, biochemical, fluorescence polarization; P0A9M0; AID 602123, 2011; 0.42% of 360,000 active; inhibition, % at 7.94 µM; purified E. coli Lon protease; in the data active means inhibition above about 13%, passing the limit was not always enough;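 further: 0% = enzyme with probe and DMSO and 100% = no enzyme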
bovine MsrA act – bovine MsrA enzyme activators, primary screen, biochemical, absorbance, HTS | purified bovine MsrA, absorbance read-out | Methionine sulfoxide reductase A (Bos taurus) | activation, % at 10.6 µM | AID 602163, 2012 | 0.3% of 360,000 active; in the data active means activation above about 7.5%;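 further: 0% = vehicle and 100% = reference activator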
Rin1 Abl inh – inhibitors of Rin1-Abl protein binding, primary screen, biochemical, TR-FRET; Tyrosine-protein kinase ABL1 (Homo sapiens) + Ras and Rab interactor 1 (Homo sapiens), …; inhibition, % at 7.35 µM; 0.4% of 360,000 active; in the data active means inhibition above about 5%, passing the limit was not always enough
Target sequence (P00519 whole entry, looked up): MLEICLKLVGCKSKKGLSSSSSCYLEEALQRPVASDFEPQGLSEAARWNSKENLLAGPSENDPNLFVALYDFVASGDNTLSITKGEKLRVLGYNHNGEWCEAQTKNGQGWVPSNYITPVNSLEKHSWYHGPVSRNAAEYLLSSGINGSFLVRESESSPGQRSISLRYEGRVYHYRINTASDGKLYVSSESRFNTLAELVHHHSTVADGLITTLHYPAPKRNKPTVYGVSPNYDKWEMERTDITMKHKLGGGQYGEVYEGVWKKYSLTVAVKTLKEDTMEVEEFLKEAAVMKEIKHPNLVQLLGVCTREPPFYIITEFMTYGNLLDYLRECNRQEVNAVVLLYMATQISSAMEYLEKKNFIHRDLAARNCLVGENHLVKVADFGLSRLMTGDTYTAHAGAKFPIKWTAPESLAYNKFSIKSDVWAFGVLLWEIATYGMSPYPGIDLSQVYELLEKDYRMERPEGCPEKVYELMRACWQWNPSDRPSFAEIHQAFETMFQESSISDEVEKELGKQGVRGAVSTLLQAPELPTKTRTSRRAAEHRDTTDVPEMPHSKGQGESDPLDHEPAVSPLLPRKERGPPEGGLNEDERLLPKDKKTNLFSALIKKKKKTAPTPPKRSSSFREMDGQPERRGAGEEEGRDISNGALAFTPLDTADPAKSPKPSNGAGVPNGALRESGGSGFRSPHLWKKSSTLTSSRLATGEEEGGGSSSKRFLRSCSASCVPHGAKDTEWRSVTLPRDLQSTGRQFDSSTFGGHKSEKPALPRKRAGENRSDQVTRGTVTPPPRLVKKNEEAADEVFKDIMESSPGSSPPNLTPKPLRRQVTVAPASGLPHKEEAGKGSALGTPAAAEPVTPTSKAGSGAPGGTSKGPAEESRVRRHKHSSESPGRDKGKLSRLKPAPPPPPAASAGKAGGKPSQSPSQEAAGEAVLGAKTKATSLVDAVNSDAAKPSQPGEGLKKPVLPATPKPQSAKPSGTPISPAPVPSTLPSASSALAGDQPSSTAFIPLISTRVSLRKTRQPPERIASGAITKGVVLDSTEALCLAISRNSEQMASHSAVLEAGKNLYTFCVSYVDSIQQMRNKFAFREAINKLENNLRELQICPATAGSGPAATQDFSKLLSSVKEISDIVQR
Target sequence (Q13671 whole entry, looked up): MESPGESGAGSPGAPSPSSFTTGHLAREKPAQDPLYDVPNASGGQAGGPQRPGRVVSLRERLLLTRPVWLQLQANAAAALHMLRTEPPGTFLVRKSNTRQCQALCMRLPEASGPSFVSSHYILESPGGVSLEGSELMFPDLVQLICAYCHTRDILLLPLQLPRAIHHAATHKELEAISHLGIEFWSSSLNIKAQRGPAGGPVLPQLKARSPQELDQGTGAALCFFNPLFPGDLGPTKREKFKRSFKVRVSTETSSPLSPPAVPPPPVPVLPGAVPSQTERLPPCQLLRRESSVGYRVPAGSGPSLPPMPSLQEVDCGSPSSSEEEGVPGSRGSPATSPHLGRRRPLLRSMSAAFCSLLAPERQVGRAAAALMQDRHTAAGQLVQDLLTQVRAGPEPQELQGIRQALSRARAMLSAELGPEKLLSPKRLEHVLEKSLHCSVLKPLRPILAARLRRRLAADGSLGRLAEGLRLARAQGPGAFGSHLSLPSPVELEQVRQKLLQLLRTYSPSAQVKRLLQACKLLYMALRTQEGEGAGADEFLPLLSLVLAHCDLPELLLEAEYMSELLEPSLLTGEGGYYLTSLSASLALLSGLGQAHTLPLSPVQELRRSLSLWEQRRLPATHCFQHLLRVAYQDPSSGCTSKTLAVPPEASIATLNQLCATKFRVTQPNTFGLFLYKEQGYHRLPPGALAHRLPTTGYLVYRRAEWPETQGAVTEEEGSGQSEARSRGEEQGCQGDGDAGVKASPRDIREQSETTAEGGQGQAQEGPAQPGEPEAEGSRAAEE
MLLE-PAM2 inh – inhibitors of PABP1 MLLE–PAM2 peptide binding, primary screen, biochemical, fluorescence polarization, FITC-PAM2, GST-MLLE | Polyadenylate-binding protein 1 (Homo sapiens), P11940 | inhibition, % at 20 µM | 0.36% of 360,000 active; in the data active means inhibition above about 35%, passing the limit was not always enough;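 further: plate controls were DMSO wells with GST-MLLE for no effect and wells lacking GST-MLLE protein for full effect; some results filed as inactive read as strong as hits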
NRP1-CendR mod – modulators of CendR peptide binding to NRP-1, primary screen, biochemical, fluorescence polarization, uHTS; Neuropilin-1 (Homo sapiens), O14786; FAM-RPARPAR peptide binding to NRP-1; inhibition, % at 25 µM; 0.85% of 360,000 active; AID 602438, 2012;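 active means inhibition or corrected inhibition above about 18%, plus a signal ratio from 0.5 to 1.5, limit read from the data, passing the limit was not always enough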; further: strong numbers were not always called active
SKN-1 block – suppressors of acrylamide-induced Pgst-4::GFP reporter in worms, primary screen, SKN-1 inhibitor project, whole organism, uHTS, GFP/RFP fluorescence ratio, strain VP596; inhibition, % at 21.8 µM; 0.49% of 360,000 active; C. elegans VP596 Pgst-4::GFP/RFP ratio, 24 h;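 active means interference check ratio from 0.5 to 1.5 plus GFP to RFP signal ratio inhibition reaching or exceeding a fixed threshold, cut at about 30% in these data, passing the limit was not always enough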; further: some compounds called inactive have numbers as strong as hits
FAS TE block – FAS thioesterase domain inhibitors, primary screen, biochemical, fluorescence intensity, uHTS; recombinant FAS-TE, OMFH fluorogenic substrate, fluorescence endpoint; inhibition, % at 15 µM; 0.67% of 360,000 active; AID 602261, 2012;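 active means compounds whose normalised, plate-corrected inhibition of enzyme fluorescence in the single-dose primary screen is 50% or more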;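 further: 0% = DMSO with enzyme and 100% = substrate without enzyme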
Neddylation inh – inhibitors of cullin neddylation, primary screen, biochemical, TR-FRET, uHTS, NAE and Ubc12. NEDD8-conjugating enzyme Ubc12 (Homo sapiens) + NEDD8-activating enzyme E1 regulatory …. calls only at 25 µM. 0.58% of 360,000 active; in the data active means inhibition above about 36%
MT1-MMP act inh – blockers of MT1-MMP proenzyme processing, primary screen, HT1080 RFP-PRO-GFP cells, GFP/RFP fluorescence. Matrix metalloproteinase-14 (Homo sapiens), P50281. GFP/RFP ratio fluorescence, overnight; percent of plate control window, DMSO zero. GFP/RFP ratio change, % at 20 µM. 0.061% of 360,000 active;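 active means GFP/RFP ratio change of at least 30% with cell ATP level not reduced by more than half and red fluorescence within 50% of control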; further: strong numbers were not always called active
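Assay system: HT1080 RFP-PRO-GFP cells. Benchmarks: DMSO vehicle wells and RFP-L50D-GFP reporter cell wells. Times: overnight cell settling, then overnight compound exposure, 37 °C, 5% CO2. Compound: 20 µM single dose, 1% DMSO. Read-out basis: GFP/RFP fluorescence ratio.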
* = called active by the depositor.

Sample of the layout (four entries):
Results for CC(=O)Nc1sc(C)c(C)c1C(=O)Nc1ccc(C)cc1 ?
E coli Lon inh: -5; bovine MsrA act: -2; Rin1 Abl inh: 2; MLLE-PAM2 inh: 10; NRP1-CendR mod: -1; SKN-1 block: 3; FAS TE block: 0; Neddylation inh: inactive; MT1-MMP act inh: 4

How did Cn1nccc1C(=O)NC(=S)Nc1cc(Cl)cc(Cl)c1 do in these assays?
E coli Lon inh: 2; bovine MsrA act: -4; Rin1 Abl inh: 4; MLLE-PAM2 inh: 30; NRP1-CendR mod: 14; SKN-1 block: 9; FAS TE block: 2; Neddylation inh: inactive; MT1-MMP act inh: -2

What do the screens show for `COc1ccc(N(CC(=O)N/N=C/c2ccco2)S(=O)(=O)c2ccccc2)cc1`?
E coli Lon inh: -1; bovine MsrA act: -4; Rin1 Abl inh: 0; MLLE-PAM2 inh: -4; NRP1-CendR mod: 2; SKN-1 block: 12; FAS TE block: 0; Neddylation inh: inactive; MT1-MMP act inh: -2

What do the screens show for `COc1ccc(CCNC(=O)C(NS(=O)(=O)c2cccc3nsnc23)C(C)C)cc1OC` (configuration not stated)?
E coli Lon inh: 4; bovine MsrA act: -1; Rin1 Abl inh: 2; MLLE-PAM2 inh: -3; NRP1-CendR mod: 4; SKN-1 block: 11; FAS TE block: -3; Neddylation inh: inactive; MT1-MMP act inh: -3

The listing, repeating the preview:
Results for CC(=O)Nc1sc(C)c(C)c1C(=O)Nc1ccc(C)cc1 ?
E coli Lon inh: -5; bovine MsrA act: -2; Rin1 Abl inh: 2; MLLE-PAM2 inh: 10; NRP1-CendR mod: -1; SKN-1 block: 3; FAS TE block: 0; Neddylation inh: inactive; MT1-MMP act inh: 4

How did Cn1nccc1C(=O)NC(=S)Nc1cc(Cl)cc(Cl)c1 do in these assays?
E coli Lon inh: 2; bovine MsrA act: -4; Rin1 Abl inh: 4; MLLE-PAM2 inh: 30; NRP1-CendR mod: 14; SKN-1 block: 9; FAS TE block: 2; Neddylation inh: inactive; MT1-MMP act inh: -2

What do the screens show for `COc1ccc(N(CC(=O)N/N=C/c2ccco2)S(=O)(=O)c2ccccc2)cc1`?
E coli Lon inh: -1; bovine MsrA act: -4; Rin1 Abl inh: 0; MLLE-PAM2 inh: -4; NRP1-CendR mod: 2; SKN-1 block: 12; FAS TE block: 0; Neddylation inh: inactive; MT1-MMP act inh: -2

What do the screens show for `COc1ccc(CCNC(=O)C(NS(=O)(=O)c2cccc3nsnc23)C(C)C)cc1OC` (configuration not stated)?
E coli Lon inh: 4; bovine MsrA act: -1; Rin1 Abl inh: 2; MLLE-PAM2 inh: -3; NRP1-CendR mod: 4; SKN-1 block: 11; FAS TE block: -3; Neddylation inh: inactive; MT1-MMP act inh: -3

Results for CC(c1ccco1)N(C(=O)Nc1ccc(Cl)cc1)c1ccccn1 (configuration not stated) ?
E coli Lon inh: -1; bovine MsrA act: 1; Rin1 Abl inh: 0; MLLE-PAM2 inh: -20; NRP1-CendR mod: 5; SKN-1 block: -19; FAS TE block: 0; Neddylation inh: inactive; MT1-MMP act inh: -1

What do the screens show for `COc1ccc(/C=N/NC(=O)C(=O)N2CCCCCC2)cc1[N+](=O)[O-]`?
E coli Lon inh: -5; bovine MsrA act: -3; Rin1 Abl inh: -3; MLLE-PAM2 inh: 8; NRP1-CendR mod: 4; SKN-1 block: 12; FAS TE block: 14; Neddylation inh: inactive; MT1-MMP act inh: 6

What do the screens show for `CC(C)C(=O)N1CCN(c2ccc(NC(=O)c3ccc4c(c3)OCCO4)cc2)CC1`?
E coli Lon inh: -1; bovine MsrA act: -2; Rin1 Abl inh: -8; MLLE-PAM2 inh: -4; NRP1-CendR mod: -6; SKN-1 block: 9; FAS TE block: -2; MT1-MMP act inh: 3

How did COc1ccc(Cc2nc(-c3ccc(Br)o3)no2)cc1OC do in these assays?
E coli Lon inh: -7; bovine MsrA act: -4; Rin1 Abl inh: 1; MLLE-PAM2 inh: 7; NRP1-CendR mod: 2; SKN-1 block: -5; FAS TE block: 6; Neddylation inh: inactive; MT1-MMP act inh: 2

How did C=CCC1Cc2c(cccc2[N+](=O)[O-])C(CC=C)N1 (configuration not stated) do in these assays?
E coli Lon inh: -1; bovine MsrA act: -2; Rin1 Abl inh: -5; MLLE-PAM2 inh: 14; NRP1-CendR mod: -9; SKN-1 block: 10; FAS TE block: 4; Neddylation inh: inactive; MT1-MMP act inh: -1

What do the screens show for `Cc1ccc(-c2nc3ccccc3c(=O)n2NC(=O)c2cccs2)cc1`?
E coli Lon inh: -1; bovine MsrA act: -3; Rin1 Abl inh: 3; MLLE-PAM2 inh: -1; NRP1-CendR mod: 1; SKN-1 block: -12; FAS TE block: -2; Neddylation inh: inactive; MT1-MMP act inh: -3

How did COc1ccccc1OCCC(=O)OCC(=O)c1c(N)n(C)c(=O)n(C)c1=O do in these assays?
E coli Lon inh: 10; bovine MsrA act: -7; Rin1 Abl inh: 5; MLLE-PAM2 inh: 4; NRP1-CendR mod: 13; SKN-1 block: 4; FAS TE block: -2; Neddylation inh: inactive; MT1-MMP act inh: 2

How did CCN1CCN(c2cc(C)c3cc(NC(=O)CCC(=O)N4CCN(c5ccccc5)CC4)ccc3n2)CC1 do in these assays?
E coli Lon inh: 7; bovine MsrA act: 2; Rin1 Abl inh: -2; MLLE-PAM2 inh: -7; NRP1-CendR mod: 5; SKN-1 block: 1; FAS TE block: -7; Neddylation inh: inactive; MT1-MMP act inh: -1

How did COc1ccc(C(=O)CSc2nc3[nH]ncc3c(=O)[nH]2)cc1 do in these assays?
E coli Lon inh: -6; bovine MsrA act: 1; Rin1 Abl inh: -2; MLLE-PAM2 inh: -10; NRP1-CendR mod: 5; SKN-1 block: -7; FAS TE block: -8; Neddylation inh: inactive; MT1-MMP act inh: 3

How did CCn1c(SCC(N)=O)nc2c1c(=O)n(C)c(=O)n2C do in these assays?
E coli Lon inh: -4; bovine MsrA act: -10; Rin1 Abl inh: -2; MLLE-PAM2 inh: 9; NRP1-CendR mod: -20; SKN-1 block: -7; FAS TE block: -5; Neddylation inh: inactive; MT1-MMP act inh: 4

What do the screens show for `CC(=O)Nc1cccc(Nc2nc(-c3ccccc3F)nc3ccccc23)c1`?
E coli Lon inh: 3; bovine MsrA act: -2; Rin1 Abl inh: 0; MLLE-PAM2 inh: 11; NRP1-CendR mod: 0; SKN-1 block: 3; FAS TE block: 5; MT1-MMP act inh: 4

What do the screens show for `CC(=O)NCC(=O)N(C)C(C(=O)Nc1ccc2c(c1)OCCO2)c1ccc(C)cc1` (configuration not stated)?
E coli Lon inh: 12; bovine MsrA act: -2; Rin1 Abl inh: -3; MLLE-PAM2 inh: 2; NRP1-CendR mod: -4; SKN-1 block: 11; FAS TE block: -4; Neddylation inh: inactive; MT1-MMP act inh: 1

Results for CCCCc1cc2ccccc2c(OCCN(C)C)n1 ?
E coli Lon inh: 3; bovine MsrA act: 0; Rin1 Abl inh: -1; MLLE-PAM2 inh: -3; NRP1-CendR mod: 1; SKN-1 block: 0; FAS TE block: -3; Neddylation inh: inactive

What do the screens show for `O=C(c1ccccc1)c1cccn1CC(=O)N1CCc2ccccc2C1`?
E coli Lon inh: -3; bovine MsrA act: -4; Rin1 Abl inh: 1; MLLE-PAM2 inh: -12; NRP1-CendR mod: 4; SKN-1 block: -2; FAS TE block: 5; Neddylation inh: inactive; MT1-MMP act inh: -1

What do the screens show for `O=C(c1ccc(Cl)cc1)[C@@H]1[C@@H]2C(=O)N(c3cccc4ccccc34)C(=O)[C@@H]2C2c3ccccc3C=NN21` (some centres not stated)?
E coli Lon inh: -23; bovine MsrA act: -11; Rin1 Abl inh: 1; MLLE-PAM2 inh: -1; NRP1-CendR mod: -4; SKN-1 block: 12; FAS TE block: 85*; Neddylation inh: inactive; MT1-MMP act inh: -13

Results for Cc1cccc(C)c1NC(=O)CNC(=O)c1ccc2nc[nH]c2c1 ?
E coli Lon inh: -9; bovine MsrA act: -5; Rin1 Abl inh: 3; MLLE-PAM2 inh: 10; NRP1-CendR mod: 4; SKN-1 block: 3; FAS TE block: -5; Neddylation inh: inactive; MT1-MMP act inh: 1

How did O=C(CNC(=O)c1ccc2c(c1)OCCO2)N=Nc1c(O)[nH]c2ccccc12 do in these assays?
E coli Lon inh: 1; bovine MsrA act: -2; Rin1 Abl inh: -6; MLLE-PAM2 inh: -15; NRP1-CendR mod: 2; SKN-1 block: 13; FAS TE block: -4; Neddylation inh: inactive; MT1-MMP act inh: 0

Results for CCSc1ccccc1C(=O)Nc1ccc2c(c1)OCO2 ?
E coli Lon inh: 2; bovine MsrA act: 0; Rin1 Abl inh: -3; MLLE-PAM2 inh: 1; NRP1-CendR mod: -1; SKN-1 block: 17; FAS TE block: -3; Neddylation inh: inactive; MT1-MMP act inh: -2

What do the screens show for `CCn1c(=S)sc2c(=O)n(-c3ccccc3)c(=S)[nH]c21`?
E coli Lon inh: 10; bovine MsrA act: -14; Rin1 Abl inh: 1; MLLE-PAM2 inh: 5; NRP1-CendR mod: -3; SKN-1 block: 4; FAS TE block: 19; Neddylation inh: inactive; MT1-MMP act inh: 0

Results for CCOC(=O)c1sc(NC(=O)c2cc(S(=O)(=O)N3CCOCC3)ccc2C)nc1C ?
E coli Lon inh: 0; bovine MsrA act: 1; Rin1 Abl inh: -3; MLLE-PAM2 inh: 5; NRP1-CendR mod: 17; SKN-1 block: -1; FAS TE block: 2; Neddylation inh: inactive; MT1-MMP act inh: 1

How did CCOc1ccc(NC(=O)C2CC=CCC2C(=O)O)cc1 (configuration not stated) do in these assays?
E coli Lon inh: -4; bovine MsrA act: -1; Rin1 Abl inh: -1; MLLE-PAM2 inh: 6; NRP1-CendR mod: 4; SKN-1 block: 9; FAS TE block: -8; Neddylation inh: inactive; MT1-MMP act inh: 1

What do the screens show for `Cc1ccccc1CSc1nnc(Cn2c(=O)sc3ccccc32)n1C`?
E coli Lon inh: 0; bovine MsrA act: -7; Rin1 Abl inh: 1; MLLE-PAM2 inh: -11; NRP1-CendR mod: -4; SKN-1 block: 11; FAS TE block: -2; Neddylation inh: inactive; MT1-MMP act inh: 6

How did CC(=O)Nc1cccc(OCC(=O)Nc2cccc(S(=O)(=O)N3CCCC3)c2)c1 do in these assays?
E coli Lon inh: -3; bovine MsrA act: -3; Rin1 Abl inh: -1; MLLE-PAM2 inh: -5; NRP1-CendR mod: 1; SKN-1 block: 3; FAS TE block: -6; Neddylation inh: inactive; MT1-MMP act inh: -2

How did Cc1ccc(Nc2cc(C)nc3c(C)cccc23)cc1 do in these assays?
E coli Lon inh: -12; bovine MsrA act: -7; Rin1 Abl inh: -2; MLLE-PAM2 inh: -1; NRP1-CendR mod: -18; SKN-1 block: -14; FAS TE block: -4; Neddylation inh: inactive; MT1-MMP act inh: -3
